AGP1-GFP MLPCN – alters AGP1-GFP fluorescence in TOR pathway yeast screen; S. cerevisiae AGP1-GFP multiplex flow cytometry, 3 h; GFP as percent of DMSO wells; GFP response vs DMSO, % at 10 µM; AID 2066; 320,000 compounds, 0.02% hits;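 active = GFP response relative to DMSO above a set limit, near screen average plus 3 SD, cut at about 150% in these data; inconclusive = fewer than 70 cells counted for the yeast strain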;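 note: median GFP channel fluorescence of the gated AGP1 strain per well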
LAP4-GFP MLPCN – yeast TOR pathway LAP4-GFP modulation. S. cerevisiae LAP4-GFP multiplex, flow cytometry GFP, 3 h; median GFP as percent of DMSO wells. GFP response vs DMSO, % at 10 µM. 320,000 compounds, 0.34% hits;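 active = GFP response vs DMSO above a set limit, about the screen mean plus 3 SD, cut at about 150% in these data; inconclusive = under 70 cell events counted for the yeast strain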
VLA-4 inh – inhibition in a human VLA-4 binding assay; P13612; VLA-4 expressing cells, ligand binding flow cytometry; inhibition, % (about 7 µM as worked out from the volumes in the protocol); 330,000 compounds, 0.2% hits; AID 2557; in the data active = inhibition above about 50%
RPL19A TOR yeast – modulators of TOR pathway RPL19A-GFP in S. cerevisiae; S. cerevisiae RPL19A-GFP strain, flow cytometry, 3 h; hits give low values; percent response vs DMSO, % at 10 µM; 330,000 compounds, 0.3% hits; AID 2025;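 active = percent response vs DMSO below 50%; inconclusive = fewer than 70 events counted for the yeast strain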;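 note: median channel GFP fluorescence of the barcoded RPL19A-GFP strain; ratio of sample median GFP to plate DMSO average so 100% = DMSO; lower means less RPL19A-GFP as with rapamycin TOR inhibition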
GRK2 aptamer HTS – blocks RNA aptamer binding to human GRK2. 330,000 compounds, 0.59% hits. inhibition of aptamer binding, % at 10 µM. bead flow cytometry, FAM-aptamer displacement from GRK2. AID 488847;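 active = inhibition of aptamer binding above 40%, roughly 3 SD of noise, on plates passing a quality check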;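 note: median bead fluorescence of bound FAM aptamer so fluorescent compounds give negative values; no value below 0 was filed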
Target sequence (P25098 whole entry, looked up): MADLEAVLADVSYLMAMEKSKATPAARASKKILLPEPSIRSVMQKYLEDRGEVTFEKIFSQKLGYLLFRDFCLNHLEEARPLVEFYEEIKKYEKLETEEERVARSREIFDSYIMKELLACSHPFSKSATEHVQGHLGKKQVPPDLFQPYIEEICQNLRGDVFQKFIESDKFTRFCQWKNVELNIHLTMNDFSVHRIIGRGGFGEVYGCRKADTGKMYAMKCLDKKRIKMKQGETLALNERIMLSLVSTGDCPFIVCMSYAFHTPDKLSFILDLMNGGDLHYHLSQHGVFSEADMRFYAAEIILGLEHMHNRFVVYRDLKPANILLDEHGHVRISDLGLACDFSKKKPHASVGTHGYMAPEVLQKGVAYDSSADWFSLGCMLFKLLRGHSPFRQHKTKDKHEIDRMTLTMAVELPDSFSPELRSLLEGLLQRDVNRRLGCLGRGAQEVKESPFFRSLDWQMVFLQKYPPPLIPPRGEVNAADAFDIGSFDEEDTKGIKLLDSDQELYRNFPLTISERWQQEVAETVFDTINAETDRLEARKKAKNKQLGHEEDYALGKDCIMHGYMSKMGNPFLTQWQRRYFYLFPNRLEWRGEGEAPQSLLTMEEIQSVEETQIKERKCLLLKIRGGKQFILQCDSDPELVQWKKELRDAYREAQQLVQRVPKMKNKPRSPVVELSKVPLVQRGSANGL
CIT2-GFP yeast – modulators of TOR pathway CIT2-GFP in S. cerevisiae | GFP response vs DMSO, % at 10 µM | 320,000 compounds, 0.065% hits | S. cerevisiae CIT2-GFP strain, flow cytometry, 3 h; 100 means same as DMSO wells;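 active = GFP response relative to DMSO above a set limit, near the screen mean plus 3 SD, cut at about 150% in these data; inconclusive = Fewer than 70 cells measured for a yeast strain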;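 note: ratio of well median GFP fluorescence to mean of DMSO wells on the plate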
MEP2-GFP yeast – yeast TOR pathway MEP2-GFP modulation | S. cerevisiae MEP2-GFP strain, flow cytometry GFP, 3 h; 100% = DMSO control level | 330,000 compounds, 0.51% hits | GFP response vs DMSO, % at 10 µM;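 active = GFP response versus DMSO above a set limit, roughly screen mean plus 3 SD, cut at about 180% in these data; inconclusive = fewer than 70 cells counted for a yeast strain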;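 note: median GFP fluorescence of the barcode-gated MEP2-GFP cells per well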
GASC-1 inh – blocks human GASC-1 demethylase activity; AID 2099; inhibition, % at 2.35 µM; GST-JMJD2C(1-420) H3K9me3 demethylation, DELFIA europium; 330,000 compounds, 0.069% hits; Q9H3R0;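 active = more than half of a compound's replicate wells show inhibition beyond 50%, single wells judged on their own value; inconclusive = some, but no more than half, of replicates pass 50% inhibition; inactive = no replicate passes 50% inhibition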;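 note: signal counts dimethyl H3K9 product captured on neutravidin plate; 0% = median of DMSO wells and 100% = 0.3 times that DMSO median; strong numbers were not always called active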
Target sequence (Q9H3R0 1-420 limits assumed): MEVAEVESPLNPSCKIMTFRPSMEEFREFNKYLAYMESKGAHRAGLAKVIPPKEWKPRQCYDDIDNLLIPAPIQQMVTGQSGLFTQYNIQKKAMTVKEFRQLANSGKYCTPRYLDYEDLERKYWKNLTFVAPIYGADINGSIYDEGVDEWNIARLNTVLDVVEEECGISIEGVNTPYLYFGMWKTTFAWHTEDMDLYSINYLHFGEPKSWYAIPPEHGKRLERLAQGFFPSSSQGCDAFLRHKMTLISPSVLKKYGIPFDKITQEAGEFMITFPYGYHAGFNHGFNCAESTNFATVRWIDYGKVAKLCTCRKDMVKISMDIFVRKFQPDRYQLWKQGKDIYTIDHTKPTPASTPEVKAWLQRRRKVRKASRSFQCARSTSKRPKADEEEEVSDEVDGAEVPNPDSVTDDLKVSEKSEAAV
* marks the source's active call; other numbers are inactive results; ? = inconclusive; / = not tested or not shown; [ ] = dose if it differs, or a comment.

Every second line gives: LAP4-GFP MLPCN	CIT2-GFP yeast	VLA-4 inh	AGP1-GFP MLPCN	MEP2-GFP yeast	GASC-1 inh	GRK2 aptamer HTS	RPL19A TOR yeast
(1) COCCNC(=O)c1ccc2c(=O)n(Cc3ccco3)c(SCC(=O)NC3CCCCC3)nc2c1
  101	101	-6	100	103	0	4	101
(2) COc1ccc(CC(NC(C)=O)C(=O)NC2CCN(c3nc(C)cc(C)c3C#N)CC2)cc1OC (centres undefined)
  98	97	-1	95	102	-2	0	99
(3) Cc1cnc(C)c(N2CCC(C(=O)NCc3ccco3)CC2)n1
  91	96	0	98	89	-1	3	92
(4) COc1c(C)cc(Br)cc1C(=O)Nc1ccc(Cc2ccncc2)cc1
  102	68	-3	76	106	-13	1	99
(5) COc1ccc(-c2cc(C(=O)N(C)Cc3ccccc3)no2)cc1OC
  95	116	1	101	90	-3	0	102
(6) O=C(NCc1ccc2c(c1)OCO2)Nc1ccc(F)cc1
  75	85	-10	86	86	-16	1	96
(7) Cc1ccc(C)c(Cn2c(=O)n(CCC(=O)NCc3ccco3)c(=O)c3ccccc32)c1
  93	93	-8	94	98	11	1	103
(8) CCSc1nc(O)c(C2OC(=O)c3c2ccc(OC)c3OC)c(=O)n1CC (centres undefined)
  106	93	-8	50	119	-11	1	105
(9) CC1CCN(CCCNC(=O)c2cc3c(s2)-c2ccccc2OC3)CC1
  94	99	6	98	100	6	0	99
(10) Oc1c(C=NCc2ccc(F)cc2)[nH]c2ccc(Br)c(Cl)c12
  98	102	-144	106	105	-2	1	105
(11) O=C(CSCC(=O)OCC(=O)c1ccc(Br)cc1)Nc1cccc2ccccc12
  105	92	23	100	96	-2	3	99
(12) CC(C)CC(=O)Nc1ccc2c3c(cccc13)CC2
  98	94	16	97	95	-2	1	98
(13) CCNC(=O)c1c(NC(C)=O)sc2c1CCCC2
  112	101	2	99	106	3	0	93
(14) CC(=O)NC12CC3CC(C1)CC(C(=O)OCC(=O)NC(=O)c1cccn1C)(C3)C2
  /	87	2	99	94	-5	0	97
(15) CCOc1ccc(CCNC(=O)CCNS(=O)(=O)c2ccc3c(c2)CCN3C(C)=O)cc1OCC
  96	99	12	100	114	-13	5	96
(16) CCn1cc(C(=O)NCCCOC(C)C)c(=O)c2cc(S(=O)(=O)N3CCOCC3)ccc21
  95	108	-2	105	104	-1	0	103
(17) COc1ccccc1CCc1nnc(CCC(=O)NC(C)Cn2nc(C)cc2C)o1 (centres undefined)
  100	92	1	98	105	-4	0	100
(18) CCCC(C(=O)NCC1CCCO1)N(Cc1ccccc1)C(=O)CNS(=O)(=O)c1ccccc1 (centres undefined)
  90	111	-7	100	111	-1	0	98
(19) CCOC(=O)c1cnc(-n2nc(C)cc2C)nc1-n1nc(C)cc1C
  93	/	3	101	101	-2	2	102
(20) Cc1ccc(CN2C3=NCCCN3c3ccccc32)cc1
  110	99	-3	109	102	2	0	101
(21) CCOC(=O)N1CCN(C(=O)c2cnc(Nc3ccccc3OC)c3ccccc23)CC1
  103	104	4	102	103	/	0	101
(22) CCCCN(CCCC)S(=O)(=O)c1ccc(N2CCCC2=O)c([N+](=O)[O-])c1
  101	97	6	100	98	3	0	98
(23) O=C(CS(=O)(=O)c1ccccc1)N1CCc2ccccc21
  92	104	13	100	104	14	0	104
(24) CCN(CC)C(=O)CSc1nc2ccccc2o1
  102	105	8	103	100	9	0	99
(25) NNC(=O)c1ccc(-c2ccccc2F)cc1
  123	86	17	97	97	1	0	96
(26) O=C(Nc1ccccc1)c1ccc2c(c1)OCCCO2
  110	90	15	95	98	14	4	99
(27) COC(=O)c1ccccc1NC(NC(=O)c1ccco1)C(=O)c1ccc(C)cc1 (centres undefined)
  109	102	7	101	110	-7	3	98
(28) Cc1ccc(-c2[nH]ncc2C(=O)c2ccc(Br)cc2)c(O)c1
  98	103	13	97	108	-3	0	100
(29) COc1ccc(CNC(=O)Cn2cncn2)cc1OC
  97	102	7	102	100	-1	0	99
(30) CC(=O)c1ccc(N2CCCCCC2)c(F)c1
  115	110	6	109	113	-1	4	100
(31) CC(Oc1ccccc1)C(=O)Nc1ccc(NC(=O)c2ccccc2)cc1 (centres undefined)
  73	91	9	96	100	-16	0	112
(32) C=CCN(CC=C)C(=O)c1ccc(OC2CCN(C(C)=O)CC2)c(OC)c1
  100	105	9	108	106	4	0	108
(33) CCOC(=O)C1CCN(C(c2cc3c(C)ccc(C)c3[nH]c2=O)c2nnnn2C2CCCCC2)CC1 (centres undefined)
  95	107	-10	96	96	-17	0	99
(34) COCCCNc1oc(/C=C/c2ccccc2)nc1C#N
  111	99	1	91	106	4	2	102
(35) CCNC(=O)O/N=C(\C)c1sc(-c2ccc(Cl)cc2)nc1C
  103	93	24	95	102	-4	3	/
(36) CC(C)CCC(C)NC(=O)C1CCN(S(=O)(=O)/C=C/c2ccccc2)CC1 (centres undefined)
  90	94	-5	88	107	50	0	102
(37) N#C/C(=C\c1ccc(OC(F)F)cc1)C(=O)N1CCCCC1
  131	96	0	100	93	-3	0	95
(38) CN(C)CCNc1nc2c(c(=O)[nH]c(=O)n2C)n1CCOc1ccccc1
  112	107	6	111	99	-14	2	96
(39) CCCCOc1ccc(CN2CCCCC2)cc1
  93	99	1	91	93	8	1	93
(40) CN(CC1CCCCO1)C(=O)c1cc(COc2ccc(F)cc2Cl)on1 (centres undefined)
  82	97	0	84	101	-1	0	106
(41) CC1=NN(c2ccccc2)C(=O)/C1=C\c1cc(C)n(C)c1C
  124	100	3	121	98	-7	2	98
(42) COc1ccc([C@]2(C(C)C)ON(c3ccccc3C(F)(F)F)C2=O)cc1
  107	92	9	94	95	-2	1	96
(43) COc1ccc(CCNC(=O)CC(c2ccccc2)c2cccc(C)c2O)cc1OC (centres undefined)
  100	106	-201	/	98	8	0	90
(44) COc1ccc(OC)c(NC(=O)CSc2nc(=O)n(CCN3CCOCC3)c3c2CCCC3)c1
  112	97	6	107	93	-2	0	96
(45) CCOc1cc(/C=C/C(=O)c2ccc(OC)c(CN3CCOCC3)c2)cc(Br)c1O
  103	104	-18	106	104	-1	2	102
(46) CCCn1c(C)cc(=O)c2cc(NC(=O)c3cnccn3)ccc21
  85	/	-8	96	103	5	2	93
(47) COC(=O)c1cc(NC(=O)c2ccc(OC)cc2)c(=O)oc1C
  112	98	2	100	102	21	1	99
(48) O=C(COc1ccc(-c2ccccc2)cc1)N1CCN(C(=O)c2cccs2)CC1
  99	100	-1	92	93	7	0	94
(49) O=C(Cn1c(=O)n(Cc2ccco2)c(=O)c2ccccc21)NCC1CCCO1 (centres undefined)
  103	100	11	107	106	1	0	103
(50) O=C(COC(=O)c1n[nH]c2ccccc12)Nc1ccc(Cl)cc1[N+](=O)[O-]
  97	104	13	98	96	?	1	96
(51) COC(=O)C1=C(C)NC(C)=C(C(=O)OC)C1C(=O)OCC(=O)Nc1ccc(C(C)=O)cc1
  102	95	9	95	95	-9	75*	95
(52) O=C(Nc1ccccc1C(=O)O)c1cccc(NC(=O)c2ccc(Br)o2)c1
  101	111	-9	102	105	8	19	102
(53) CC(=O)C1=C(O)C(=O)N(CCc2c[nH]c3ccccc23)C1c1ccco1 (centres undefined)
  100	100	-6	99	96	-1	0	97
(54) O=C(Cc1ccccc1)Nc1ccc(N2CCCCC2)cc1
  96	102	9	107	102	-2	1	104
(55) O=[N+]([O-])/C(=C\Nc1ccc(F)cc1F)S(=O)(=O)c1ccccc1
  95	111	8	100	106	1	1	102
(56) CC(=O)c1cccc(NC(=O)CC2S/C(=N/N=C/c3cccs3)NC2=O)c1 (centres undefined)
  95	98	21	96	100	-7	0	100
(57) O=C(NC(=S)Nc1ccc(Cl)c(C(=O)O)c1)c1cccc(COc2ccccc2)c1
  110	88	2	99	98	2	6	98
(58) COc1ccc(NC(=S)N2c3ccccc3CC2C)cc1OC (centres undefined)
  104	102	7	100	102	-7	0	99
(59) O=C(NNc1cc(Cl)cc(Cl)c1)C1CCC1
  104	91	16	103	94	0	0	96
(60) CCc1ccc(/C=C/C(=O)C2C(=O)c3ccccc3C2=O)cc1
  147	97	22	83	111	8	1	98

Later entries
Every second line gives: LAP4-GFP MLPCN	CIT2-GFP yeast	VLA-4 inh	AGP1-GFP MLPCN	MEP2-GFP yeast	GASC-1 inh	GRK2 aptamer HTS	RPL19A TOR yeast
(61) CCOc1ccccc1/C=N/Nc1ccc(Cl)nn1
  90	98	-2	92	93	-31	0	94
(62) O=C(NCC1(c2ccccc2)CCCC1)C(=O)N1CCOCC1
  99	102	5	103	101	4	0	102
(63) Cc1cc(C)nc(NS(=O)(=O)c2ccc(NC(=O)CN3C(=O)c4ccccc4C3=O)cc2)n1
  109	102	19	104	99	4	1	99
(64) C/C(CCc1oc2c(Br)cc(Br)cc2c1-c1ccc(C)o1)=N\O
  99	101	-8	105	95	4	3	99
(65) N#Cc1c(N)n(-c2ccccc2)c(=O)c2cc([N+](=O)[O-])ccc12
  108	95	2	100	107	2	2	93
(66) O=C(CN1c2cccc3cccc(c23)S1(=O)=O)N1CCN(c2ccccc2)CC1
  97	84	35	95	93	-1	3	89
(67) Cc1ccc2cc(S(=O)(=O)NCCCC(=O)O)ccc2c1
  104	99	4	100	104	2	0	101
(68) CCNc1nc(SC(C)C(=O)Nc2ccccc2)nc(N(C)C)n1 (centres undefined)
  98	91	2	90	113	-6	1	91
(69) Cc1ccc(C)c(OCc2nnc(N)s2)c1
  99	105	0	108	107	-6	1	/
(70) Cc1ccc(C)c(SCC(=O)Nc2ccc(S(=O)(=O)Nc3ncccn3)cc2)c1
  104	101	2	101	95	0	3	96
(71) Cc1ccc(-c2nnc(SCC(=O)NC(=O)Nc3ccc(C)cc3C)n2N)cc1
  90	111	1	103	105	6	1	112
(72) CCc1ccc(Nc2cnn(C34CC5CC(CC(CC(=O)O)(C5)C3)C4)c(=O)c2Cl)cc1
  101	/	-4	102	96	-5	4	95
(73) O=C(Cn1c(/C=C/c2ccccc2)nc2ccccc21)Nc1ccc(F)cc1
  101	102	7	102	100	-5	6	103
(74) Cc1ccc(Cc2c(C)nc3nc(SCC(=O)NCCCN4CCCCCC4)nn3c2C)cc1
  83	96	-2	86	100	5	0	93
(75) O=C(CN1CCC(NC(=O)c2ccco2)CC1)Nc1ccccc1[N+](=O)[O-]
  101	93	6	102	109	8	1	99
(76) CCC(=O)N1CCN(c2ccc(NC(=O)c3cccs3)cc2)CC1
  110	95	4	107	99	-5	0	100
(77) C=CCNC(=O)C1CCN(c2cnccn2)CC1
  106	102	15	84	73	8	4	97
(78) COc1cccc(CNC(=O)C2=Cc3cccc(OC)c3OC2)c1
  100	94	7	102	101	19	40	100
(79) CCOC(=O)N1CCN(C(=O)CSCc2ccc(Cl)cc2)CC1
  111	84	21	98	101	9	2	95
(80) C[C@@H](OC(=O)c1[nH]cnc1C(=O)N1CCN(C(=O)OC(C)(C)C)CC1)c1ccccc1
  115	102	-3	103	104	/	21	99
(81) CCCCn1nnc(NC(=O)COc2cc(C)ccc2C(C)C)n1
  94	85	-1	/	89	5	0	88
(82) Cc1occc1-c1nnc(SCC(=O)O)n1-c1ccccc1
  87	92	6	87	103	28	0	95
(83) O=C(CNS(=O)(=O)c1ccccc1F)OCC(=O)c1c[nH]c2ccccc12
  110	101	9	99	123	7	0	100
(84) Cc1nc2ccccn2c(=O)c1NC(=O)c1cccs1
  91	90	-3	87	86	-20	1	83
(85) O=[N+]([O-])c1cc(Br)c(O)c(/C=N/Nc2nnnn2-c2cccc3ccccc23)c1
  114[may fluoresce violet]	?	6	23[may fluoresce violet]	157[may fluoresce violet]	-2	1	89

Screening results as filed in PubChem.
